High-throughput results: PubChem BioAssay, National Center for Advancing Translational Sciences (NCATS)
HEK293 tox: cytotoxicity counter-screen for GLP-1 receptor inverse agonists. HEK293 cAMP-luciferase reporter cells, luminescence, 24 h. Potency, µM (top dose mostly 38.3 µM), inactives show top-dose activity change, negative = inhibition, most hits filed as inhibitors. 410,000 compounds, 0.13% hits;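 note: loss of luciferase light is scored as toxicity; potency is the fitted concentration of half-maximal effect; % is set by controls: 0 for no effect and ±100 for the full control effect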
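Compound-treated cells are incubated 24 hr at 37 deg C under 5% CO2 after a 12 hour attachment period, then luciferase detection reagent is added and luminescence is measured following 12 min at room temperature; lowered signal indicates toxicity.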
GLP-1R inv ag: GLP-1 receptor (human) inverse agonism; HEK293 GLP-1R CRE-luciferase, luminescence, 24 h; GLP-1R form is constitutively active; Potency, µM (doses to about 38.3 µM), for the others: top-dose activity change, negative = inhibition, usual class: inhibitors; 410,000 compounds, 1.6% hits; AID 624417; note: potency is the fitted concentration of half-maximal effect; % is set by controls: 0 for no effect and ±100 for the full control effect; nearly all actives have a fitted effect of over 55% in size
Target sequence (P43220 whole entry, looked up): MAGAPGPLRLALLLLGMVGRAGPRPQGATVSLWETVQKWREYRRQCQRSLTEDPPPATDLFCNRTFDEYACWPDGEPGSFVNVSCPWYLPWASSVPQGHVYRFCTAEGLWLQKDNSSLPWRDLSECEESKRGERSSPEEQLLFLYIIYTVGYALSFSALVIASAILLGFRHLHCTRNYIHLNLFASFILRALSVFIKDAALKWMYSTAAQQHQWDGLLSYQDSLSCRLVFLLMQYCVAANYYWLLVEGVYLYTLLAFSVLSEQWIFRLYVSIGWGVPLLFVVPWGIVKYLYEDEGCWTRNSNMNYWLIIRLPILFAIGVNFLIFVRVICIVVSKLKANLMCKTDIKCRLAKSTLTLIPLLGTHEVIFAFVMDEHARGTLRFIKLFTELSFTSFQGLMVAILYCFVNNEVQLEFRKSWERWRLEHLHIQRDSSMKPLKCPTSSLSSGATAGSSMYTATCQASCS
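qHTS in 1536-well format: reporter HEK293 cells expressing constitutive GLP-1R activity in DMEM + 10% Nu serum, 24 hr with compounds at 37 deg C, luminescence read after 12 min with detection reagent.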
DRD3 agonist: activates the human D3 dopamine receptor; P35462; D3R DiscoveRx beta-arrestin cells, luminescence, 90 min; max activation, %; 410,000 compounds, 0.58% hits; AID 652048; in the data active = max activation above about 30%; note: 0% is about no effect; mostly tested at two doses, the higher about 12 µM
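Agonist mode: compounds and dopamine controls were applied to plated cells for 90 min at 37 degrees C after an overnight attachment at 1500 cells/well. Luminescent read-out followed 30 - 60 minutes at room temperature with DiscoveRx detection reagent.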
GLP1R ag: GLP-1 receptor (human) agonism; P43220; HEK293 GLP-1R CRE-luciferase, luminescence, 4-6 h; cells express a hypersensitive GLP-1R form; Potency, µM (series often up to 45.6 µM), inactives show at the highest dose activation, actives largely listed as activators; 380,000 compounds, 0.007% hits; note: potency is the fitted concentration of half-maximal effect; % of control where 0% means no effect
PTHR1 agonist: agonists of human PTHR1 parathyroid hormone receptor; Potency, µM (series often up to 115 µM), inactives show top-dose activation, hits mostly activators; Q03431; HEK293 GP2 PTHR1 cells, GloSensor cAMP luminescence, 1 h; 410,000 compounds, 0.075% hits; AID 743266; note: potency is the fitted concentration of half-maximal effect; nearly all actives have a fitted effect of over 55% in size; some results filed as inactive show a strong effect at the top dose; inactives centre near -15; many of its hits are not listed in these tables
Target sequence (Q03431 whole entry, looked up): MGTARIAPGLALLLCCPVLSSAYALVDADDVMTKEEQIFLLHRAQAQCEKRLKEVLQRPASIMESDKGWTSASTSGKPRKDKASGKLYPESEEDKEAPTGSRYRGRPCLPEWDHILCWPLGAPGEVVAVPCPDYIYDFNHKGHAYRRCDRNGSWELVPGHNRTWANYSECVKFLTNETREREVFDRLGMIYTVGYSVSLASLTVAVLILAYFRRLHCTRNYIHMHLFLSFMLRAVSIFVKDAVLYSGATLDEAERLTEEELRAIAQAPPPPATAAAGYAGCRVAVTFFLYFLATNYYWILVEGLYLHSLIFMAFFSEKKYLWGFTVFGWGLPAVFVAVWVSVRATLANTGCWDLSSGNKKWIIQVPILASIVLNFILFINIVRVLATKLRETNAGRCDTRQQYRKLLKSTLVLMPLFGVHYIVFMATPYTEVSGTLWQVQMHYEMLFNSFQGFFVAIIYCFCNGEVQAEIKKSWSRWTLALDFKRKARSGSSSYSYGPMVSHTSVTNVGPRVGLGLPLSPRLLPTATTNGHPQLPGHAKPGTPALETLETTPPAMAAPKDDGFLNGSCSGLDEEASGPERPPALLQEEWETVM
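HEK-293-derived GP2 cells expressing PTHR1 and a GloSensor cAMP reporter, 3,000/well, plated overnight, given luciferin plus IBMX (each 0.5 mM as added) for 1 h at 37 °C, then compound for 1 h at 37 °C. Luminescence was read after 15 min at room temperature.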
DRD3 antagonist: blocks the human D3 dopamine receptor. 360,000 compounds, 2.5% hits. P35462. D3R cells, DiscoveRx beta-arrestin luminescence, antagonist mode; hits give low values. max response, negative = inhibition, %. AID 652054; in the data active = max response below about -50%; inconclusive = no clear call, values can overlap the other calls; note: % is set by controls: 0 for no effect and ±100 for the full control effect; mostly tested at two doses, the higher about 12 µM
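Cells expressing the human receptor were seeded at 1500 cells/well, incubated overnight at 37 degrees C in 5% CO2, then exposed to library compounds with dopamine controls for 90 minutes at 37 degrees C before luminescent detection.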
aSyn rescue: alpha-synuclein toxicity inhibition in yeast | AID 652106 | Yeast expressing alpha-synuclein, growth rescue, BacTiter-Glo, 24 h | 370,000 compounds, 0.14% hits | Potency, µM (highest dose often 46.1 µM), inactives show top-dose growth rescue (activation), actives largely listed as activators; note: potency is the fitted concentration of half-maximal effect; % of control where 0% means no effect; nearly all actives have a fitted effect of over 65% in size
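Rescue of yeast growth: cells expressing toxic alpha-synuclein, induced in galactose at OD600 0.02, incubated with compound 24 h at 30 C. ATP luminescence quantified growth; inhibitors of toxicity appear as activators.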
KB-V1 cytotox: kills drug-selected multidrug resistant KB-V1 cells; KB-V1 MDR cells viability, CellTiter-Glo, 72 h; Potency, µM (series often up to 46.1 µM), for the others: top-dose activity change, negative = cytotoxicity, most hits filed as cytotoxic; 400,000 compounds, 3.4% hits; note: potency is the fitted concentration of half-maximal effect; % is set by controls: 0 for no effect and ±100 for the full control effect; nearly all actives have a fitted effect of over 60% in size
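qHTS viability screen in drug-selected KB-V1 MDR cells: 72 h compound treatment at 37 degrees C, ATP luminescence end point.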
TDP43 rescue: rescues yeast growth from TDP-43 toxicity. Potency, µM (series often up to 46.1 µM), for inactives: top-dose growth rescue (activation), usual class: activators. AID 652104. 410,000 compounds, 1.8% hits. TDP-43 expressing yeast growth rescue, BacTiter-Glo, 24 h; note: potency is the fitted concentration of half-maximal effect; % of control where 0% means no effect; nearly all actives have a fitted effect of over 50% in size
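Luminescence from BacTiter-Glo reports growth of TDP-43-expressing yeast after 24 hr at 30 deg C with compound. Cells were raffinose-pregrown to mid-log, then seeded in galactose medium at OD600=0.02.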
The depositor's hits bear a star; i = inactive; ? = inconclusive; · = no result given; [ ] = another dose, or the depositor's remark. Unless noted, calls come from the whole dose curve; as a rule, active = well fitted curve in the direction sought with a large enough effect; inconclusive = small, poorly fitted or top-dose-only effect, or another doubt; inactive = no such curve, though single readings can be large; an effect the other way counts as inactive or inconclusive. The list is partial; count on the stated rates, not on these rows.

SMILES	HEK293 tox	GLP-1R inv ag	DRD3 agonist	GLP1R ag	PTHR1 agonist	DRD3 antagonist	aSyn rescue	KB-V1 cytotox	TDP43 rescue
Nc1nc(-c2ccc3c(c2)CCO3)cs1	-2%	18%	2	10%	-22%	-2	-12%	-2%	-22%
Cc1c(C(=S)Nc2ccccc2)cnn1-c1ccc([N+](=O)[O-])cc1	-28%	?	3	5%	-30%[inhibitor]	0	16%	18µM*	13µM*
CN1CCN(C(=S)c2cn(Cc3ccc(F)cc3)c3ccccc23)CC1	-7%	10µM*	1	10%	i	-5	2%	-13%	27%
O=C(c1ccccc1)C1C(c2ccccc2)C1[N+](=O)[O-] (stereo not given)	4%	?	9	4%	-7%	-14	2%	0%	13%
COc1ccc2oc(=O)cc(CN3CCN(C(=O)c4ccccc4F)CC3)c2c1	11%	8%	8	·	-5%	·	·	·	0%
CCOC(=O)Cc1ccc(NC(=O)c2ccc([N+](=O)[O-])cc2)cc1	-3%	19%	1	5%	-14%	10	-1%	?	7%
COc1ccc(-c2csc3nc(-c4ccc(F)cc4)oc(=O)c23)cc1	-12%	14%	5	·	-19%	·	·	·	-41%[inhibitor]
COc1ccc(NC(=O)CN2CCC(n3c(C)nc4cc(F)ccc43)CC2)c(OC)c1	1%	56%	132*	19%	-36%[inhibitor][57.5 µM]	-6	-5%	?	10%
O=C(CSc1cccs1)NCCc1ccccc1	5%	4%	9	1%	i	8	-7%	9%	0%
COC(=O)c1ccccc1S(=O)(=O)N1CCC(C(=O)NC2CCCCC2C)CC1 (stereo not given)	-13%	4%	1	4%	-4%	-5	-12%	-4%	12%
Clc1ccc(-c2cccs2)nn1	-6%	6%	19	4%	-23%	17	-1%	29%	-6%
CC1(C(=O)NS(=O)(=O)c2ccccc2)CCN1C(=O)C1CCCCC1 (stereo not given)	1%	-3%	-6	-5%	i	-29	1%	4%	15%
Cc1ccc(-n2c(C)nnc2SCC(=O)N2CCc3ccccc3C2)cc1C	-18%	-8%	2	1%	i	20	2%	9.2µM*	0%
COc1ccc(CCNC(=O)c2ccc3ccccc3n2)cc1	5%	?	0	31%	-17%	-16	2%	?	5%
O=C(c1cccc([N+](=O)[O-])c1)N1CCCC(C(=O)N2CCc3ccccc3C2)C1 (stereo not given)	-9%	0%	-8	7%	-29%	-8	0%	-9%	-3%
CCOC(=O)Nc1ccc2c(c1)N(C(=O)CN1CCN(C)CC1)c1ccccc1S2	?	?	-2	5%	i	12	1%	-4%	-15%
Cc1ccc(S(=O)(=O)N(C)CC(=O)OCC(=O)N2CCCC2=O)cc1	16%[0.307 µM]	2%[0.307 µM]	2	-5%	-23%	16	8%	13%	8%
Cc1ccc(CN2CCSc3ccc(C(=O)NCc4ccco4)cc32)cc1	-1%	?	-6	9%	-2%	4	7%	?	-15%[0.397 µM]
Cc1ccc(S(=O)(=O)N2CC(O)CC2C(=O)Nc2ccc3c(c2)CCC3)cc1 (stereo not given)	-2%	-4%	-1	3%	-21%	-29	9%	-2%	11%
Cc1nc2nc(-c3ccccc3)nn2c(C)c1C	2%	3%	0	-3%	-1%	3	-1%	3%	4%
CCC(C)Sc1nc2c(cnn2-c2ccc(C)cc2)c(=O)[nH]1 (stereo not given)	2%	13%	4	-3%	-17%	14	1%	2%	0%
CSCCC(NC(=O)c1cccc(C)c1)C(=O)NCc1cccs1 (stereo not given)	-7%	-20%	-8	-7%	-25%	-20	-5%	-4%	6%
CC(C)CN1C(=O)c2ccc(C(=O)NCc3ccc4c(c3)OCO4)cc2C1=O	6%	0%	-1	-5%	-25%	32	0%	10%	-2%
COc1c2c(cc3oc(C)cc(=O)c13)OC(C(C)(C)OC1OC(CO)C(O)C(O)C1O)C2 (stereo not given)	9%	1%	4	-3%	-33%[inhibitor]	23	1%	?	-9%
Cc1ccc(/C=C/C(=O)OCC(=O)NC(=O)NCc2ccccc2)cc1	-13%	-15%	1	2%	-14%	-4	0%	-2%	17%

Filtered by structure, those above with a halogen
SMILES	HEK293 tox	GLP-1R inv ag	DRD3 agonist	GLP1R ag	PTHR1 agonist	DRD3 antagonist	aSyn rescue	KB-V1 cytotox	TDP43 rescue
CN1CCN(C(=S)c2cn(Cc3ccc(F)cc3)c3ccccc23)CC1	-7%	10µM*	1	10%	i	-5	2%	-13%	27%
COc1ccc2oc(=O)cc(CN3CCN(C(=O)c4ccccc4F)CC3)c2c1	11%	8%	8	·	-5%	·	·	·	0%
COc1ccc(-c2csc3nc(-c4ccc(F)cc4)oc(=O)c23)cc1	-12%	14%	5	·	-19%	·	·	·	-41%[inhibitor]
COc1ccc(NC(=O)CN2CCC(n3c(C)nc4cc(F)ccc43)CC2)c(OC)c1	1%	56%	132*	19%	-36%[inhibitor][57.5 µM]	-6	-5%	?	10%
Clc1ccc(-c2cccs2)nn1	-6%	6%	19	4%	-23%	17	-1%	29%	-6%

The results go on.
SMILES	HEK293 tox	GLP-1R inv ag	DRD3 agonist	GLP1R ag	PTHR1 agonist	DRD3 antagonist	aSyn rescue	KB-V1 cytotox	TDP43 rescue
c1ccc(N=P(c2nc3ccccc3o2)(N2CCOCC2)N2CCOCC2)cc1	11%	27%	7	6%	25%	-14	-9%	-28%	-6%
COc1ccccc1C(O)P(=O)(OC(C)C)c1ccc(N(C)C)cc1 (stereo not given)	0%	22%	0	19%	-6%[57.5 µM]	8	10%	-22%	0%
COc1ccc(CSCCN)cc1Cl	2%	-5%	-20	20%	21%[57.5 µM]	-27	2%	-2%	-21%
C[C@H](O)CNC(=O)c1[nH]cnc1C(=O)Nc1ccc(CNC(=O)OC(C)(C)C)cc1	1%	35%[activator]	13	15%	-16%	1	0%	-3%	?
CC(C)C(=O)N(Nc1nc2ccccc2s1)C(=O)C(C)C	-26%	-19%	-7	0%	i	-3	-6%	-16%	-16%
Cc1ccc(CNC(=O)C2CCCN(C(=O)N(C)C)C2)cc1 (stereo not given)	2%	0%	6	11%	i	-18	-3%	22%	-17%
CCOc1ccc(C2C(C(=O)/C=C/c3ccco3)=C(O)C(=O)N2CCN2CCOCC2)cc1OC (stereo not given)	5%	38%[activator]	1	-2%	-21%	4	0%	4%	11%
COc1ccc(S(=O)(=O)N(CC(=O)NCc2ccco2)c2ccccc2OC)cc1	-19%	0%	-3	13%	-3%	14	0%	0%	3%
COc1cccc(C(=O)N(Cc2cccc(F)c2)C2CCS(=O)(=O)C2)c1 (stereo not given)	2%	1%	4	·	i	·	·	-2%	0%
CCc1cc2c(-n3nc(C)cc3C)ncnc2s1	2%	0%	-4	5%	-8%[57.5 µM]	16	-3%	7%	-10%
CC1CCc2c(sc(/N=C/N(C)C)c2C#N)C1 (stereo not given)	8%	6%	-6	15%	-13%	3	-14%	-5%	1%[9.22 µM]
Cc1ccc(CN2CCC[C@]3(N[C@H](c4ccc(C(F)(F)F)cc4)[C@@H]4C(=O)N(C)C(=O)[C@@H]43)C2=O)cc1	2%	?	2	5%	-19%	16	0%	2%	1%
Cc1c(-c2ccccc2)n(O)c(-c2ccc(N(C)C)cc2)[n+]1[O-]	4%	1%	-1	-4%	-1%	-6	1%	2%	23%
Cc1cc(C(F)(F)F)n2ncc(-c3cccc(Br)c3)c2n1	-5%	1%	3	-7%	i	2	5%	3%	10%
CN(CC(=O)Nc1cccc(F)c1)C(=O)/C=C/c1cn(Cc2ccccc2)nc1-c1cccnc1	-3%	-10%	5	-2%	-53%[inhibitor]	23	2%	3%	5%
CCOC(=O)c1sc2nc(C)nc(NCCc3ccccn3)c2c1C	-8%	27%	5	7%	-35%[inhibitor]	-2	1%	-21%	5%
COc1ccc(CN2c3cc(S(=O)(=O)N4CCOCC4)ccc3N3CCCC32)cc1 (stereo not given)	-2%	23%	-6	0%	i	33	6%	5%	4%
COc1ccc(Cc2nc(C(=O)Nc3ccccc3)cs2)cc1	7%	?	-7	6%	-3%	-22	-14%	-17%	?
Cc1nc(CCNC(=O)C2CCC(=O)N(CCc3cccc(F)c3)C2)sc1C (stereo not given)	-4%	-6%	1	-5%	i	31	12%	·	2%
C[C@H](O)[C@@H]1C(=O)N2CCc3ccc(-c4ccccc4)cc3[C@@H]2C[C@@H]1N(C)C(=S)Nc1ccc(F)cc1	-18%	?	1	4%	i	3	8%	-18%	0%
Cn1nc(C(F)(F)F)c(C#N)c1N1CCN(c2ccc(F)cc2)CC1	-5%	-30%	-10	-40%[inhibitor]	-17%[57.5 µM]	?	-8%	?	-2%
CCCCC[C@H](C)N1C[C@H](COCc2ccccc2)Oc2cc(N3CC[C@@H](O)C3)ccc2S1(=O)=O	2%	?	2	4%	-33%[inhibitor]	20	?	-9%	24%
O=C(C1CCN(S(=O)(=O)c2ccccc2[N+](=O)[O-])CC1)N1CCOCC1	-24%	25%	0	3%	i	18	8%	-11%	10%
CC(C)(C)c1ccc(OCC(=O)NCCN2CCCC2)cc1	0%	?	0	5%	-12%	-57*	-3%	-4%	1%
O=C(c1ccco1)N1CCN(C(=O)c2ccccc2OC(=O)C23CC4CC(CC(C4)C2)C3)CC1	-6%	-15%	4	10%	i	8	12%	-8%	?
O=C(O)/C(=C\c1ccc(C(F)(F)F)cc1)c1ccc(S(=O)(=O)N2CCCC2)s1	9%	8%	2	-36%	-2%	-1	1%	-14%	2%
CCCN1CCN(S(=O)(=O)c2ccc(-n3cnnn3)cc2)CC1	4%	20%	1	-1%	i	-6	-3%	0%	8%
COCCCn1c(=N)c(C(=O)NC2CCCC2)cc2c(=O)n3ccccc3nc21	294%[activator]	14%	-8	0%	-24%	·	·	-12%	7%
CC(C)c1ccc(S(=O)(=O)N2CCC(C(=O)NCc3ccco3)CC2)cc1	11%	-31%	-4	-10%	-22%	21	3%	?	18%
CCCCCC(=O)N1C[C@@H](O)[C@H](n2cc(-c3ccc(F)cc3)nn2)C[C@@H]1c1ccccc1	-7%	?	1	11%	-6%	-15	4%	14%	0%
